Screening data deposited in PubChem by National Center for Advancing Translational Sciences (NCATS).
Lipid storage S3: qHTS Assay for Lipid Storage Modulators in Drosophila S3 Cells | Drosophila S3 cells, BODIPY lipid droplet fluorescence, 18-24 h; cells fed with added oleic acid | lipid storage change, negative = inhibition, % at the top dose, mostly 46.1 µM; hits show Potency in µM | 320,000 tested, 0.64% active; active = well fitted inhibition curve with a large enough effect in the signal ratio, with a control signal flat, not every such curve was filed as active; the % refers to the signal ratio
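Laser-scanning cytometry quantifies lipid droplet accumulation (500–530 nm total intensity; droplet/cell object ratio) in oleic acid-fed (400 uM added) Drosophila S3 cells treated with a concentration series. 20 uM Triacsin C defined 100% inhibition.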
Lipid storage S3 cell count max: also measured in Lipid storage S3; calls as there; cell number change, %; measured here: cell count max response;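 cells counted by Cell Tracker Red CMTPX staining in the red channel; peak over a dose series mostly up to 46.1 µM; percent activity relative to internal control wells on each plate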
* = called active by the depositor; & = joins results of further samples. % is scaled to controls: 0 for no effect and ±100 for the full control effect; potency is read from the fitted curve at half-maximal effect. Some of the compounds tested. The share of hits here may be higher or lower than overall.

SMILES	Lipid storage S3	Lipid storage S3 cell count max
CC[C@@H]1C(=O)OC[C@@H]1Cc1cncn1C	0%&3%&0%	8&-6&1
